# Screening data (PubChem)
# RAD52 inh – inhibitors of human RAD52 DNA annealing. P43351. inhibition, % at 18.7 µM. recombinant RAD52 DNA annealing, FRET fluorescence. AID 651710. 0.46% of 360,000 active;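 active means every replicate showing at least 50% inhibition; inconclusive means mean inhibition at least 50% but not in every replicate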
# miR122 inh – miR-122 inhibition in Huh7 cells; activation (reporter increase), % at 12.5 µM; Huh7 miR-122 Renilla luciferase sensor, 48 h; neutral wells = 0, positive control = 100; AID 602342; 0.3% of 340,000 active;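 active means mean replicate activation score at least 90 and every replicate individually at or above 90; inconclusive means only one of the two criteria met; inactive means neither criterion met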;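 further: higher luciferase means less miR-122 activity so hits act as miR-122 inhibitors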
# RAD54 inh – inhibitors of human RAD54 branch migration. Q92698. RAD54 Holliday junction branch migration, FAM/BHQ fluorescence. inhibition, % at 10.4 µM. 0.14% of 360,000 active. AID 602329;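 active means mean normalized replicate activity at least 40 and at least half of replicates scoring 40 or more; inconclusive means only one of the two criteria met; inactive means mean below 40 and under half of replicates reaching 40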;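 further: 0% = median of neutral control wells and 100% = median of positive control wells; inhibitors cause a drop in the FAM fluorescence signal; in these data hits start at about 50%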
# Target sequence (Q92698 whole entry, looked up): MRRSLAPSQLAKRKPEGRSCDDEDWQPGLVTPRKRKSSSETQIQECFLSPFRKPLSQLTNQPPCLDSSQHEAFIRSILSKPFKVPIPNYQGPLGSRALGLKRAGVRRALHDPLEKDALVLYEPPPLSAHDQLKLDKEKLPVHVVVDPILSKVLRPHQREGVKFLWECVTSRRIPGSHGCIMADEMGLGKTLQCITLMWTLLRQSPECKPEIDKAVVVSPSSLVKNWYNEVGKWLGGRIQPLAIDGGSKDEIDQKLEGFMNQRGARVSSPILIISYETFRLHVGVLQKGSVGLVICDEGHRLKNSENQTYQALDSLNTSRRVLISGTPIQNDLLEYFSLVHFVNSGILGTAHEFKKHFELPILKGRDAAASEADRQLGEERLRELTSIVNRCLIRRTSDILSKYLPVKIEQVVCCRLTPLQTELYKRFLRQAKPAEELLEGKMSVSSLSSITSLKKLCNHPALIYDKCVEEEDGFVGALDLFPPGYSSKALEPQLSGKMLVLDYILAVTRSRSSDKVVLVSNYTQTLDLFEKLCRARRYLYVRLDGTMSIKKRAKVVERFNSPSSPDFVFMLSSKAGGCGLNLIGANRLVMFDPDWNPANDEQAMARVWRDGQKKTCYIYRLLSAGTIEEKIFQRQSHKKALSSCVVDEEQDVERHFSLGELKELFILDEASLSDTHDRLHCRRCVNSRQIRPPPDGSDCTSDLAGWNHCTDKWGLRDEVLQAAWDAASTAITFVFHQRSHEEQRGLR
# PglD DTNB – blocks C. jejuni PglD acetyltransferase activity | purified PglD enzyme, DTNB colorimetric CoA detection | inhibition, % at 12.5 µM | 0.098% of 360,000 active | AID 602405; in the data active means inhibition above about 16%, passing the limit was not always enough; inconclusive means no clear call, values can overlap the other calls; further: strong numbers were not always called active
# E-sel inducer – E-selectin induction on HUVECs. activation, % at 7.58 µM. HUVEC E-selectin immunofluorescence imaging; normalized: neutral wells 0, TNF-alpha wells 100. 0.37% of 260,000 active. P16581. AID 686992;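 active means mean E-selectin-positive cell signal at least 10% of the positive control, reached in at least 60% of replicates, without over 20% cell loss; inconclusive means no rule given, readout overlaps actives, possibly toxicity-flagged; inactive means the rest, including those meeting only one limit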;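 further: in these data hits start at about 27%; measured in HUVEC primary endothelial cells; signal is the percent of cells scored E-selectin positive by PE staining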
#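 Read-out: % PE-positive cells | Test system: HUVEC | Doses: One compound dose added by pin transfer | Buffer or medium: EGM-2 over gelatin coat | Signal: Immunofluorescence imaging | Benchmarks: TNF-alpha, DMSO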
# ERAP1 HTS inh – blocks human ERAP1 aminopeptidase activity; Q9NZ08; AID 652197; 0.15% of 340,000 active; recombinant ERAP1, Leu-AMC fluorescence, 60 min; inhibition, % at 10.7 µM;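 active means mean replicate inhibition of at least 30%, or all replicates individually reaching that 30% level; inactive means mean below 30% and not every replicate reaching it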;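 further: 0% = neutral control wells and 100% = L-leucinethiol positive control wells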
# Cneo AK release – Cryptococcus neoformans lysis via adenylate kinase release; 0.2% of 360,000 active; C. neoformans lysis, adenylate kinase release luminescence, 4 h; normalised: neutral wells 0, clomiphene wells 100; lysis activity, % at 15 µM;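 active means mean lysis activity across replicates of at least 80%, whatever share of replicates individually reach that level; inactive means mean lysis activity below 80%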
#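 Assay system: C. neoformans cells. Amount: yeast cell density of 5 × 10^6 cells/mL. Technique: AK luminescence. Buffer or medium: YPD. Times: static 4 h at 37 °C with compound, 1 h detection. Dosing: single-point compound dose. Read-out: lysis from increased AK signal.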
# PGC1a acetyl inh – PGC1a acetylation modulation, inhibitor mode | inhibition, % at 15.6 µM | U2OS PGC1a acetylation, AlphaScreen anti-acetyl-lysine; with virally co-expressed GCN5 acetyltransferase | 0.17% of 350,000 active;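 active means every replicate shows inhibition of at least 40%; inconclusive means mean inhibition at least 40% but some replicate below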;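 further: 0% = neutral control wells and 100% = positive control wells; some results beyond the cut were filed as inactive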
# * = called active by the depositor; ? = inconclusive; nt = no result given; [ ] = remark or other dose.
# The line under a structure holds: ERAP1 HTS inh	RAD52 inh	Cneo AK release	PGC1a acetyl inh	PglD DTNB	RAD54 inh	E-sel inducer	miR122 inh
1) OC[C@H]1[C@H](c2ccc(-c3ccccc3)cc2)[C@@H]2CN(Cc3cncnc3)CCCCN12
    -1	-3	54	6	3	5	-0.3	16[16.7 µM]
2) CCOC(=O)c1ccc(N=c2sc(C(=O)OC)cc(=O)n2-c2ccc(C(=O)OCC)cc2)cc1
    0	-10	1	2	2	8	nt	-5
3) CC(C)CC1(C(=O)NCCN2CCOCC2)C=CCN1C(=O)c1ccccc1 (stereo not given)
    -2	-18	-6	-5	5	1	-0.1	-1
4) COC(=O)c1c(-c2ccccc2OC)sc2ccc(OC)cc12
    9	-5	-1	-7	0	6	0.1	3
5) CCOC(=O)N1CCN(C(=O)c2cc(OC)cc(OC)c2)CC1
    nt	nt	2	3	-2	8	nt	3
6) CNC[C@@H]1Oc2ccc(NS(=O)(=O)c3cccs3)cc2C(=O)N([C@H](C)CO)C[C@H]1C
    2	0	-17	3	1	9	0.0	-1[16.7 µM]
7) CN(C)CCCNCCCNC(=O)c1ccccn1
    nt	nt	-2	7	0	-10	nt	-4
8) CCc1ccc(S(=O)(=O)Nc2c(C)n(C)n(-c3ccccc3)c2=O)cc1
    -4	-12	-2	-7	0	-1	0.0	nt
9) C[C@H]1CN([C@@H](C)CO)C(=O)c2cc(NS(=O)(=O)c3ccccc3)ccc2O[C@@H]1CN(C)Cc1ccncc1
    -3	10	2	2	3	5	-2.9	-6[16.7 µM]
10) Oc1[nH]c2ccccc2c1N=Nc1nc(Nc2ccccc2)nc(N2CCOCC2)n1
    70*	-11	0	-2	-3	4	nt	-2
11) COc1ccc(OC)c2c1sc(=NC(=O)C1COc3ccccc3O1)n2C (stereo not given)
    6	-13	1	0	-2	7	-0.2	-7
12) CCCSc1nc2sc3c(c2c(=O)n1CC)CC(C)(C)OC3
    2	-6	nt	-4	nt	nt	-0.1	nt
13) O=C1c2cccc3cccc(c23)C(=O)N1c1nccs1
    nt	nt	-4	4	4	-10	nt	-1
14) CS(=O)(=O)N(CC(=O)Nc1c(F)cccc1F)c1cccc([N+](=O)[O-])c1
    nt	nt	0	13	1	11	nt	-2
15) Cc1cccc([C@@H]2[C@@H]3C(=O)N(Cc4ccccc4)C(=O)[C@@H]3[C@]3(CC(C)C)C(=O)N(c4cccc(F)c4)C(=O)N23)c1
    1	-25	2	nt	1	4	-0.1	nt
16) Cc1ccc(S(=O)(=O)Nc2ccc3c(c2)CC(=O)N([C@@H](C)CO)C[C@H](C)[C@@H](CN(C)C(=O)NC(C)C)O3)cc1
    -2	12	-1	8	2	3	-0.3	-6[16.7 µM]
17) CCc1noc(C)c1C(=O)OCC(=O)NCc1ccc(Cl)cc1
    3	-14	-1	14	-1	8	-0.2	nt
18) COCC(C)n1c(SCC(=O)c2cc(C)n(C)c2C)nc2ccccc2c1=O (stereo not given)
    0	-36	1	-1	13	-6	0.7	-2
19) Cc1ccc(N/C=C/C(=O)c2ccc(C)cc2)cc1
    nt	nt	2	7	-9	-1	nt	-2
20) Cc1ccc(C(=O)N/C(=C/c2ccco2)C(=O)NCCCn2ccnc2)cc1
    nt	nt	2	0	-2	9	nt	3
21) c1cn2cc(CN3CCOCC3)nc2s1
    nt	nt	9	-7	5	1	nt	-3
22) C[C@@H]1CN([C@H](C)CO)C(=O)Cc2cc(NC(=O)Cc3ccccc3)ccc2O[C@@H]1CN(C)C(=O)NC1CCCCC1
    2	4	45	8	1	8	-4.0	-1[16.7 µM]
23) COc1ccccc1N1C(=O)CC(N2CCN(c3ccc(Cl)cc3)CC2)C1=O (stereo not given)
    -1	-8	4	nt	-2	1	0.2	nt
24) C[C@H]1CN([C@@H](C)CO)C(=O)c2cccc(NC(=O)Nc3ccc4c(c3)OCO4)c2O[C@@H]1CN(C)Cc1ccncc1
    -1	2	-10	26	2	0	6.3	-3[16.7 µM]
25) OC[C@@H]1CN(Cc2cccs2)C[C@H](n2cnc3c(NC4CCCC4)ncnc32)O1
    0	-100	0	nt	4	-10	nt	3
26) Cc1[nH]nc2c1[C@@H](c1ccccc1[N+](=O)[O-])C(C#N)=C(N)O2
    0	-8	0	11	6	-10	0.2	16
27) CC(=O)N1CCN(Cc2cc(=O)oc3ccccc23)CC1
    -1	-9	1	9	2	2	0.0	4
28) Fc1cccc(Cl)c1CSc1nnc(-c2ccncc2)o1
    0	-7	-2	1	4	-7	0.2	-5
29) CCCSc1nnc2[nH]c(=O)cc(N)n12
    nt	nt	-2	5	1	5	nt	-5
30) CCOc1cc(/C=C2/NC(=O)N(Cc3ccccc3F)C2=O)ccc1O
    nt	nt	0	-11	-6	1	nt	-16
31) Cc1cccc(Oc2ccc(NS(=O)(=O)c3ccc(C)c(C(=O)O)c3)cc2)c1
    6	-15	-1	nt	-2	-6	nt	nt
32) Nc1ccn([C@@H]2O[C@H](CO)[C@@H](O)[C@H]2O)c(=O)n1
    -2	-4	1	3	2	10	0.0	-5
33) O=C1/C(=C\c2cccs2)N=C(c2cccs2)N1Nc1ccccc1
    -1	-306	-5	-11	-4	-8	nt	-2
34) CC1Cc2nc(SCC(=O)Nc3nccs3)n(Cc3ccccc3)c(=O)c2S1 (stereo not given)
    4	16	-2	-14	1	9	?	17
35) COC1(OC)C(/C=C/c2ccc(C)cc2)C(C#N)(C#N)C1(OC)OC (stereo not given)
    nt	nt	-3	-17	-2	-14	nt	0
36) O=C1C(Cl)=C(Nc2ccccc2O)C(=O)N1CCc1ccccc1
    nt	nt	-1	4	0	-3	nt	-5
37) Cc1cc(=O)cc(C)n1-c1ccccc1N
    -1	0	-4	nt	5	-8	nt	nt
38) CC(C)C#Cc1ccc([C@@H]2[C@H](CO)N3C(=O)CN(C(=O)c4ccccn4)C[C@@H]23)cc1
    -2	1	nt	4	nt	nt	0.2	nt
39) O=C(CSc1nnc(NC2CCCCC2)s1)NC1CCS(=O)(=O)C1 (stereo not given)
    nt	nt	4	0	-3	-6	nt	-9
40) C[C@@H]1CN([C@@H](C)CO)C(=O)c2cccc(NC(=O)Nc3ccc(F)cc3)c2O[C@H]1CN(C)S(=O)(=O)c1ccc(Cl)cc1
    2	15	3	-1	6	-22	0.0	-9[16.7 µM]
41) COc1ccc2c3c(n(C)c2c1)[C@H](CO)N(C(=O)CC1CC1)CC31CN(Cc2ccccc2)C1
    0	15	nt	1	nt	nt	-0.4	nt
42) COc1ccc(NC(=O)CC2C(=O)N(c3ccccc3)C(=O)N2CCc2cccs2)cc1 (stereo not given)
    -3	-15	1	nt	3	-16	nt	38
43) C[C@@H]1CN([C@H](C)CO)C(=O)c2cc(NC(=O)Nc3ccccc3)ccc2O[C@H]1CN(C)C
    0	-6	0	0	5	0	-2.1	0[16.7 µM]
44) COc1ccc(S(=O)(=O)N(C)C[C@@H]2OCCCC[C@H](C)Oc3ccc(NC(=O)Nc4ccc(C(F)(F)F)cc4)cc3C(=O)N([C@@H](C)CO)C[C@@H]2C)cc1
    -1	-6	-5	-18	-2	-1	0.2	-15[16.7 µM]
45) CC1(C(=O)Nc2cccc(NS(C)(=O)=O)c2)Cc2c(-c3ccc(C(N)=O)cc3)ccnc2O1 (stereo not given)
    2	4	-1	-4	0	3	-0.3	-3
46) C[C@H](CO)N1C[C@H](C)[C@@H](CN(C)C(=O)c2ccc3c(c2)OCO3)Oc2ncc(C#Cc3ccccc3F)cc2C1=O
    -3	26	-1	-11	-4	1	0.9	-12[16.7 µM]
47) S=C(Nc1ccc2c(c1)OCO2)Nc1ccccc1Cl
    nt	-12	-2	16	-1	4	-0.2	6
48) COc1ccc(CNC(=O)COc2ccc(S(=O)(=O)N3CCOCC3)cc2C)cc1
    -6	-5	1	12	0	0	0.9	-1
49) COc1cccc(-n2c(=O)c3sccc3n(CC(=O)NC3CCCC3)c2=O)c1
    1	-9	1	nt	-4	-12	nt	nt
50) CCCc1nc2c3ccccc3ccn2c1Cc1cccc(F)c1
    0	-55	6	-36	1	-5	4.3	-2
51) CC1=C(CC(=O)c2ccc(Cl)cc2)C(=O)c2ccccc2C1=O
    nt	nt	-1	nt	3	-4	nt	-1
52) CC(Sc1ccc(Cl)cc1)C(=O)NNC(=O)c1csc(N2CCOCC2)n1 (stereo not given)
    2	4	-2	-19	2	10	-0.1	nt
53) COc1cccc(S(=O)(=O)N[C@H]2C=C[C@@H](CC(=O)NCc3ccccc3)O[C@@H]2CO)c1
    -1	-7	0	-3	2	-2	-1.1	nt
54) COc1ccc(C#Cc2ccc([C@H]3[C@H]4CN(C(=O)C5CCOCC5)CC(=O)N4[C@H]3CO)cc2)cc1
    0	-7	nt	13	nt	nt	-0.4	nt
55) COc1cccc(C(O)c2ncc(-c3cccc(C(F)(F)F)c3)[nH]2)c1 (stereo not given)
    0	-8	4	10	1	-5	-0.2	18
56) Cc1cc(C2C(=O)CC(=O)CC2c2ccccc2)on1 (stereo not given)
    nt	nt	4	4	2	-5	nt	-1
57) O=C(CN1C2CCCC1CC(NC(=O)C1CCCCC1)C2)Nc1ccccc1 (stereo not given)
    2	-8	nt	nt	nt	nt	0.4	-5
58) O=C(C1CCCO1)N1CCN(C(=S)Nc2cccc(Cl)c2)CC1 (stereo not given)
    nt	nt	-1	-25	5	-9	-0.1	0
59) CN(C)S(=O)(=O)c1cccc(NC(=O)CCc2nc3cc(S(=O)(=O)N4CCOCC4)ccc3n2C)c1
    -2	-7	-2	nt	0	0	1.7	-2
60) COc1cc(NC(=O)Cc2ccccc2)ccc1NC(=O)Cc1ccccc1
    0	0	0	5	4	-3	nt	0
61) COc1ccc(C(=O)CSc2nnn(-c3cccc(NC(C)=O)c3)n2)cc1
    4	-26	1	15	2	-6	nt	3
62) Cc1cccc(-n2c(C)nc3cc(C(=O)NCCN4CCOCC4)ccc32)c1
    0	-2	1	5	1	-9	-0.1	-11

# Quoted at random: 6 entries already listed
# The line under a structure holds: ERAP1 HTS inh	RAD52 inh	Cneo AK release	PGC1a acetyl inh	PglD DTNB	RAD54 inh	E-sel inducer	miR122 inh
62) Cc1cccc(-n2c(C)nc3cc(C(=O)NCCN4CCOCC4)ccc32)c1
    0	-2	1	5	1	-9	-0.1	-11
35) COC1(OC)C(/C=C/c2ccc(C)cc2)C(C#N)(C#N)C1(OC)OC (stereo not given)
    nt	nt	-3	-17	-2	-14	nt	0
54) COc1ccc(C#Cc2ccc([C@H]3[C@H]4CN(C(=O)C5CCOCC5)CC(=O)N4[C@H]3CO)cc2)cc1
    0	-7	nt	13	nt	nt	-0.4	nt
44) COc1ccc(S(=O)(=O)N(C)C[C@@H]2OCCCC[C@H](C)Oc3ccc(NC(=O)Nc4ccc(C(F)(F)F)cc4)cc3C(=O)N([C@@H](C)CO)C[C@@H]2C)cc1
    -1	-6	-5	-18	-2	-1	0.2	-15[16.7 µM]
61) COc1ccc(C(=O)CSc2nnn(-c3cccc(NC(C)=O)c3)n2)cc1
    4	-26	1	15	2	-6	nt	3
48) COc1ccc(CNC(=O)COc2ccc(S(=O)(=O)N3CCOCC3)cc2C)cc1
    -6	-5	1	12	0	0	0.9	-1
